Cav32 inh = Cav3.2 calcium influx blockers – cell-based, Fluo-4 calcium fluorescence, FDSS, MLSMR library, primary screen; AID 449739, 2010; B-score at 10 µM; Voltage-dependent T-type calcium channel subunit alpha-1H (Homo sapiens), O95180; Cav3.2-expressing cells; stronger effect = lower value; 100,000 compounds, 4% hits;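 active means single-dose well whose peak fluorescence ratio is a statistical outlier from its plate by either plate-standardised score or position-corrected B-score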
Numbers without * were called inactive.

SMILES	Cav32 inh
Cc1ccc(C(=O)NCc2ccc3c(c2)OCO3)cc1S(=O)(=O)N1CCCCC1	-7.4*
CCc1ccc(C2=NN(c3ccc(S(N)(=O)=O)cc3)C(c3ccc(F)cc3)C2)cc1 (stereo not given)	-0.3
Fc1ccc(CSc2nnc(-c3cnccn3)n2Cc2ccco2)cc1	-0.023
CCn1cnc2cc(NCc3cccc(OC)c3O)ccc21	-0.0071
COC(=O)c1ccc(Oc2ccc3nnc(C)n3n2)cc1	0.2
CCOC(=O)c1c2c(n(C)c1C)C(=O)C(=O)c1ccc(Br)cc1-2	0.35
O=C(Cn1cc([N+](=O)[O-])cn1)N1CCc2ccccc21	-0.36
COCCOC(=O)c1c(NC(=O)CN2CCOCC2)sc(C(N)=O)c1C	1.9
O=C(CC(C(=O)O)C1CCCO1)Nc1cccc(C(F)(F)F)c1 (stereo not given)	-0.22
COc1ccc(S(=O)(=O)NC2CCCCC2)cc1C	0.036
Cc1cccc(NCc2nc3ccccc3n2C)c1	0.38
Cc1nc(SCc2cccc(Oc3ccccc3)c2)n[nH]1	-2
CCCC1Cc2nc(N3CCCCC3)c(C#N)cc2CO1 (stereo not given)	-0.53
Cc1ccc(-c2cc(-c3ccccc3)nc(N/N=C/c3cccnc3)n2)cc1	-2.2
CCOC(=O)c1cnn(-c2ncnc3sc4c(c23)CCC4)c1N	-0.26
NNC(=O)c1ccccc1CO	-1.7
O=C(NCC(c1cccnc1)N1CCN(c2ccc(F)cc2)CC1)OCc1ccccc1 (stereo not given)	-1
CCN(CC)CCn1c(O)c(N=O)c2ccccc21	0.09
COc1ccccc1-c1nnc(SCC(=O)Nc2ccccc2)o1	-1.7
N#CCc1nn(-c2ccccc2)c(N)c1C#N	-0.33
O=C(NC1CCCC1)c1csc2c1CCCC2	-1.6
Cc1ccc(SC[C@H](Cc2ccccc2)N2CCN(CCc3ccccc3)CCC2=O)cc1	-0.32
CC(C)OC(=O)CN1C(=O)c2ccccc2C1=O	-0.084
CCOC(=O)CSc1nc2ccccc2c(=O)n1C	0.99

Overlap with the part before: 3 compounds, then new ones.
SMILES	Cav32 inh
Cc1ccc(SC[C@H](Cc2ccccc2)N2CCN(CCc3ccccc3)CCC2=O)cc1	-0.32
CC(C)OC(=O)CN1C(=O)c2ccccc2C1=O	-0.084
CCOC(=O)CSc1nc2ccccc2c(=O)n1C	0.99
O=C(CN1CCN(C(=O)c2ccccc2)CC1)Nc1ncc(Br)cc1Br	0.83
CN(C)c1ccc(C(C(=O)NC(C)(C)C)N(C(=O)c2csnn2)C2CC2)cc1 (stereo not given)	0.2
CCOc1ccc(C(=O)NCCN(C)C)cc1	-0.055
O=C(NC(c1ccccc1)c1ccccc1)c1ccc(S(=O)(=O)C(F)F)cc1	0.11
O=C(CCn1cnc2ccccc2c1=O)Nc1nc2c(s1)CCCC2	-0.3
CCOC(=O)c1cc(NC(=O)Nc2ccccc2OC)c(C)nc1C	0.018
COc1ccc(OC)c(NC(=O)C2CC(=O)n3ncnc3N2)c1 (stereo not given)	0.062
CCSc1nc(C)cc(C)c1S(=O)(=O)c1ccccc1C	-2.4
CCCOc1ccc(N2C(=O)C3C(C(C)C)NC4(C(=O)c5ccccc5C4=O)C3C2=O)cc1 (stereo not given)	0.59
CCNC(=S)N1CC(C)OC(C)C1 (stereo not given)	0.73
CSc1ccc(Cn2nnc(C(=O)Nc3ccc(C)c(C)c3)c2N)cc1	0.046
O=C(O)c1ccc(COc2cccc(CO)c2)cc1	0.18
COc1ccc(CNC(=O)C(c2ccco2)N(C(=O)c2csnn2)c2cccc(C)c2C)cc1 (stereo not given)	-0.72
O=C1CN(C(=O)CSc2nncn2-c2ccccc2)c2ccccc2N1	0.032
COC(=O)CSc1nnc(CNC(=O)c2cccs2)n1-c1cccc(C)c1	-0.1
CCCOc1ccc(-c2nc(C#N)c(N3CCN(C)CC3)o2)cc1	1.1
COc1ccc(S(=O)(=O)NCCc2cn3cccc(C)c3n2)cc1OC	0.84
CCc1c(C)nc(N2CCN(Cc3ccccc3)CC2)[nH]c1=O	0.92
Cc1ccc(S(=O)(=O)NCCCCCC(=O)Nc2ccccn2)cc1	-3.2
Cc1cccc(C)c1OC(=O)CSc1nnc(-c2ccccc2O)o1	-1.5
CCC(C)NC(=O)C1(C)CCC(=O)N1CCc1ccc(OC)c(OC)c1 (stereo not given)	-3.1
C/C(=N\NC(=O)CNc1ccccc1Cl)C(C)(C)C	-1.6
O=C(OCn1nnc2ccccc2c1=O)c1cc2ccccc2o1	-0.098
CC(=O)C1C(c2ccc(C)cc2)c2c(n[nH]c2C)CC1(C)O (stereo not given)	0.79
N#Cc1c(N)c(C(=O)c2ccccc2)n2c1CCCC2	0.0054
Cc1ccc(CC(=O)N2CC(C)OC(C)C2)cc1 (stereo not given)	-0.071
CSc1nc(-c2ccco2)nn1C(=O)c1ccc(C)cc1	0.15
Cc1nc(C)c(C(=O)Nc2ccc(C)c(F)c2)o1	-0.55
CC(=O)C1=C(C)N(Cc2ccccc2)C(=O)N[C@H]1CCc1ccccc1	0.021
CN(C)/C=C1\C(=O)Nc2ccccc21	0.038
COc1ccc(OCCOCC(O)CN2CCOCC2)cc1 (stereo not given)	0.12
CC1CN(c2cc(-c3ccccc3)c3ccccc3n2)CC(C)O1 (stereo not given)	0.23
CCOC(=O)c1cc(CC)sc1NC(=O)c1cc(OCC)c(OCC)c(OCC)c1	-2.3
CCOC(=O)C(=O)Nc1ccc(S(=O)(=O)N2CCOCC2)cc1OC	0.89
CCc1ccc(NC(=O)CSc2nnc(Cc3cccn3C)n2-c2ccc(OC)cc2)cc1	-5.4*
CCOCc1nnc(NC(=O)COC)s1	0.17
Cc1ccc2cc(CCNS(=O)(=O)c3ccc(F)cc3)c(=O)[nH]c2c1	-1.3
CCC1=C(OC(=O)N(CC)CC)N2C(=O)OC(=NCCc3c[nH]c4ccccc34)[C@]2(C)[C@H]2C1=CC[C@H]1C(=O)N(C)C(=O)[C@H]12	-0.014
COc1ccc(CN(C)C2CCCCC2)cc1	0.86
O=C(Nc1ccccc1C(=O)Nc1ccc2c(c1)OCO2)c1ccco1	-0.16
CCO/C(C)=C1\N=C(c2ccc(Cl)cc2)OC1=O	-1.4
CCOC(=O)N1CCC(NC(=O)c2ccc(OC)c(CN3CC(=O)N4CCCC4C3=O)c2)CC1 (stereo not given)	0.4
CCN(CC)S(=O)(=O)c1cccc(C(=O)Nc2nncs2)c1	-1.1
CCCCCCSC1=C(C#N)C(c2ccc(C)o2)CC(=O)N1 (stereo not given)	-2
CC(=O)N1C(=O)N(C)C2C1N(C(C)=O)C(=O)N2C (stereo not given)	0.95
O=C(COC(=O)c1ccccn1)Nc1cc(Cl)ccc1Cl	-0.026
CN(C)/C=C/C(=O)c1nnn(C2CCCCC2)c1NC1CCCCC1	-0.017
CCc1nnc(NC(=O)c2ccc(OC)cc2OC)s1	-1.7
O=C(NCc1cccs1)C1CCN(C(=O)NCc2ccccc2)CC1	0.11
COc1ccc(CNC(=O)c2sc(=S)n(-c3ccc(OC)cc3)c2N)cc1	-1.2
O=C(NC1CC2CCC(C1)N2C(=O)NC1CCCCC1)NC12CC3CC(CC(C3)C1)C2 (stereo not given)	0.51
O=C(COc1ccc(-c2nnco2)cc1)NC1CCCc2ccccc21 (stereo not given)	-0.01
CC1CN(C(=O)c2c([N+](=O)[O-])cnn2C)CC(C)O1 (stereo not given)	0.2
Cc1cc(C)cc(N(CC(=O)N2CCOCC2)S(=O)(=O)c2ccccc2)c1	-0.16
CC1=N/C(=C/c2ccc([N+](=O)[O-])cc2)C(=O)N1c1ccc(Cl)cc1Cl	0.28
CCN(CC)S(=O)(=O)c1ccc2c(c1)c(=O)c(C(=O)N1CCOCC1)cn2C	2.1
CCN(CC)c1cc(C)c2cc(NC(=O)c3ccc(Br)o3)ccc2n1	-0.39
COc1ccc(CN(C(=O)c2ccco2)c2ccc(C)cc2)cc1OC	-2.2
CCS(=O)(=O)N1CCCC(C(=O)NCCN(C)Cc2ccccc2)C1 (stereo not given)	0.54
CCC12CN3CC(CC)(CN(C1)C3c1ccccc1Cl)C2O (stereo not given)	0.58

Nothing new here: entries from further up.
SMILES	Cav32 inh
CCN(CC)S(=O)(=O)c1ccc2c(c1)c(=O)c(C(=O)N1CCOCC1)cn2C	2.1
CCN(CC)c1cc(C)c2cc(NC(=O)c3ccc(Br)o3)ccc2n1	-0.39
COc1ccc(CN(C(=O)c2ccco2)c2ccc(C)cc2)cc1OC	-2.2
CCS(=O)(=O)N1CCCC(C(=O)NCCN(C)Cc2ccccc2)C1 (stereo not given)	0.54
CCC12CN3CC(CC)(CN(C1)C3c1ccccc1Cl)C2O (stereo not given)	0.58

Records listed so far marked active in Cav32 inh.
SMILES	Cav32 inh
Cc1ccc(C(=O)NCc2ccc3c(c2)OCO3)cc1S(=O)(=O)N1CCCCC1	-7.4*
CCc1ccc(NC(=O)CSc2nnc(Cc3cccn3C)n2-c2ccc(OC)cc2)cc1	-5.4*

Continued.
SMILES	Cav32 inh
C/C(=N\NC(=O)c1csc(C)c1C)c1ccc(Cl)s1	-0.034
COc1ccc(/C=N/OCc2nc3c4c(ncn3n2)Oc2ccc3ccccc3c2C4c2ccccc2)cc1 (stereo not given)	-3.3
Cc1ccc2nc(-c3ccncc3)cc(-c3ccccc3)c2c1	-3.1
COc1ccccc1N1CCN(S(=O)(=O)/C=C/c2ccccc2)CC1	-2.7
COc1cc2c(cc1OC)C(C(=O)NCC1COc3ccccc3O1)C(c1cccnc1)N(C)C2=O (stereo not given)	0.14
CCC(C)N1C(=O)S/C(=C/c2ccc(Sc3nc4ccccc4[nH]3)o2)C1=O (stereo not given)	-0.85
Clc1ccc(-n2nnnc2CN2CCOCC2)cc1	0.92
Cc1nc2ccccc2n1CC(=O)NCc1ccccc1	-0.0075
O=C(COC(=O)C1=COCCO1)NCCCc1ccccc1	1.4
CCc1cccc(NC(=O)NC2CCCCC2)c1	-1.3
O=S(=O)(Cc1ccccc1)N1CCCCCC1	-1.2
CCCn1c2ccccc2c2nnc(SC(CC)C(=O)Nc3sc4c(c3C#N)CCCC4)nc21 (stereo not given)	0.016
Cc1ccc(CCN2CC(C(=O)NCCN3CCCCCC3)CC2=O)cc1 (stereo not given)	0.21
COc1ccc(CCNC(=O)c2[nH]c(C)c(C(C)=O)c2C)cc1	0.24
Nc1nnc(C(=O)c2ccccc2N)s1	1.7
COc1cccc(NC(=O)CCN2CCN(c3ccccc3F)CC2)c1	-0.96
CCOC(=O)CCCNC(=O)CCNC(=O)c1ccc(OC)cc1	0.55
O=c1c(F)cn(C2CCCO2)c(=O)n1Cc1ccccc1F (stereo not given)	0.18
O=C(C1CCCCC1)N1CCN(S(=O)(=O)c2ccc(Br)cc2)CC1	-1.1
CCN1CC2CCCC3(C1)C(=O)NC1(CCCCC1)N=C23 (stereo not given)	-0.51
COc1ccc(-c2nc(C#N)c(NCc3ccccc3Cl)o2)cc1OC	-0.13
CCCSc1nnc(-c2cccc(S(=O)(=O)N(C)C)c2)n1-c1cc(OC)ccc1OC	-1.9
CN(C)S(=O)(=O)Oc1ccsc1C(=O)Nc1ccc(Cl)cc1	-4.4*
N/C(=N\OC(=O)c1ccc2c(c1)OCO2)c1ccc(Cl)cc1	-0.51
CC(C)(C)OC(=O)N1CC=C2C(C#N)=C(N)C(C#N)(C#N)[C@H](c3cccnc3)[C@H]2C1	0.44
CCCCSc1nc(SCC(=O)NCc2ccco2)c2c3c(sc2n1)COC(C)(CC)C3 (stereo not given)	-5.5*
CCOc1ccc(C2C(C#N)=C(N)SC(N)=C2C#N)c(OCC)c1	1.7
COCCNC(=O)C(c1ccco1)N(C(=O)Cn1nnc2ccccc21)c1cc(C)ccc1C (stereo not given)	0.034
CC(Sc1nc(-c2ccccc2)cc(C(F)(F)F)n1)C(=O)N1CCOCC1 (stereo not given)	1.6
Cc1ccc(S(=O)(=O)N2CCN(C(=O)CSc3nc4ccccc4c(=O)[nH]3)CC2)c(C)c1	0.39
CC(C)(C)NC(=O)CSc1nnc(Cc2ccc3c(c2)OCO3)n1C1CCCCC1	1.1
CCC(=O)Nc1cc(-c2nnc(OC)c3ccccc23)ccc1N1CCOCC1	1.2
CCNc1nc(NC(C)C)nc(OCC)n1	0.1
Cc1cc(Nc2ccccc2)c2c([N+](=O)[O-])c(C)cc(C)c2n1	-0.097
OCCCn1c(-c2ccccc2)n[nH]c1=S	-0.34
Cc1ccc(/C=N/NC(=O)CSc2nc3ccccc3n2C)s1	-1.6

6 compounds already listed, ordered by the number in Cav32 inh, largest number first.
SMILES	Cav32 inh
CCC(=O)Nc1cc(-c2nnc(OC)c3ccccc23)ccc1N1CCOCC1	1.2
CC(C)(C)NC(=O)CSc1nnc(Cc2ccc3c(c2)OCO3)n1C1CCCCC1	1.1
Cc1ccc(S(=O)(=O)N2CCN(C(=O)CSc3nc4ccccc4c(=O)[nH]3)CC2)c(C)c1	0.39
COCCNC(=O)C(c1ccco1)N(C(=O)Cn1nnc2ccccc21)c1cc(C)ccc1C (stereo not given)	0.034
Cc1cc(Nc2ccccc2)c2c([N+](=O)[O-])c(C)cc(C)c2n1	-0.097
Cc1ccc(/C=N/NC(=O)CSc2nc3ccccc3n2C)s1	-1.6

Later entries
SMILES	Cav32 inh
CCN(CC)CCCN1C=C2C(=O)C(C)(OC(=O)CCC(=O)OC)C(=O)C=C2C=C1C1CC1 (stereo not given)	-1.6
COC(=O)[C@H](Cc1ccccc1)NC(=O)[C@@H]1C[C@H]1[C@@H](NC(=O)OCc1ccccc1)c1ccccc1	0.064
COCCOC(=O)C1=C(C)N(Cc2ccccc2)C(=O)NC1c1cccc(OC)c1OC (stereo not given)	-0.45
O=C(NNC(=O)C(c1ccccc1)c1ccccc1)c1cccs1	0.12
CCOC(=O)COn1c(-c2cccc(Cl)c2)nc2ccc([N+](=O)[O-])cc21	-0.36
CC(NC(=O)C12CC3CC(C1)CC(n1cncn1)(C3)C2)C12CC3CC(CC(C3)C1)C2 (stereo not given)	-1.4
COc1cccc(O[C@@H]2O[C@@H]3COC(C)(C)O[C@H]3[C@H](O)[C@H]2NC(C)=O)c1	-0.033
COc1cccc(-c2nnc(NC(C)=O)o2)c1	-0.1
CC1=C(C(=O)OC2CCCC2)C(c2ccc(C)o2)C2=C(CC(c3cccs3)CC2=O)N1 (stereo not given)	-5.9*

Source: PubChem BioAssay (Vanderbilt High Throughput Screening Facility)

Some of the compounds tested; rates above refer to the full screens.
